# Source: PubChem BioAssay (National Center for Advancing Translational Sciences (NCATS))
# EPAC1 ag: qHTS for Agonist of cAMP-regulated guanine nucleotide exchange factor 3 (EPAC1): primary screen; Rap guanine nucleotide exchange factor 3 (Homo sapiens), O95398; EPAC1 agonist qHTS, biochemical assay; response scale: 100% = response to 6.5 mM cAMP; Potency, µM (doses to about 154 µM), for inactives: at the top dose activation, hits mostly activators; hit rate 0.073% among 360,000; note: potency is the fitted concentration of half-maximal effect; nearly all actives have a fitted effect of over 60% in size
#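 Nucleotide exchange by EPAC1 (100 nM) on Rap1B–BODIPY-GDP (250 nM) in the presence of 50 uM GDP is tracked fluorescently at 480/540 nm over 30 min. Signals are normalized to a 6.5 mM cAMP control.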
# EPAC1 antagonist: qHTS for Antagonist of cAMP-regulated guanine nucleotide exchange factor 3 (EPAC1): primary screen; Potency, µM (doses to about 115 µM), for inactives: top-dose activity change, negative = inhibition, hits mostly inhibitors; Rap guanine nucleotide exchange factor 3 (Homo sapiens), O95398; hit rate 0.14% among 360,000; EPAC1 GEF assay, Rap1b-BODIPY-GDP exchange fluorescence;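 note: potency is the fitted concentration of half-maximal effect; plate controls were vehicle for no effect and positive control for full effect; nearly all actives have a fitted effect of over 50% in size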
# HEK293 tox: qHTS of GLP-1 Receptor Inverse Agonists: Cytotox Screen; HEK293 cAMP-luciferase reporter cells, luminescence, 24 h; Potency, µM (doses to about 38.3 µM), without a hit: at the highest dose activity change, negative = inhibition, actives largely listed as inhibitors; hit rate 0.13% among 410,000;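 note: loss of luciferase light is scored as toxicity; potency is the fitted concentration of half-maximal effect; % is set by controls: 0 for no effect and ±100 for the full control effect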
#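 Cells in DMEM/10% Nu serum/1% pen-strep, 1536-well format. Pre-incubated 12 h, dosed with 23 nL compound, incubated a further 24 h. Luciferase detection, 12 min at room temp, luminescence.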
# PLK1 PBD inh: qHTS for Inhibitors of PLK1-PDB (polo-like kinase 1 - polo-box domain): Primary Screen | Serine/threonine-protein kinase PLK1 (Homo sapiens), P53350 | hit rate 2.8% among 360,000 | Potency, µM, for the others: max response, negative = inhibition, hits mostly inhibitors | Plk1 PBD binding of FITC phosphopeptide, fluorescence polarization; note: potency is the fitted concentration of half-maximal effect; series mostly up to about 57 µM; % is set by controls: 0 for no effect and ±100 for the full control effect; nearly all actives have a fitted effect of over 65% in size
# GLP1R ag: qHTS of GLP-1 Receptor Agonists | Glucagon-like peptide 1 receptor (Homo sapiens), P43220 | HEK293 GLP-1R CRE-luciferase, luminescence, 4-6 h; cells express a hypersensitive GLP-1R form | Potency, µM (series often up to 45.6 µM), inactives show at the highest dose activation, hits mostly activators | hit rate 0.007% among 380,000 | AID 624172, 2012; note: potency is the fitted concentration of half-maximal effect; % of control where 0% means no effect
# Target sequence (P43220 whole entry, looked up): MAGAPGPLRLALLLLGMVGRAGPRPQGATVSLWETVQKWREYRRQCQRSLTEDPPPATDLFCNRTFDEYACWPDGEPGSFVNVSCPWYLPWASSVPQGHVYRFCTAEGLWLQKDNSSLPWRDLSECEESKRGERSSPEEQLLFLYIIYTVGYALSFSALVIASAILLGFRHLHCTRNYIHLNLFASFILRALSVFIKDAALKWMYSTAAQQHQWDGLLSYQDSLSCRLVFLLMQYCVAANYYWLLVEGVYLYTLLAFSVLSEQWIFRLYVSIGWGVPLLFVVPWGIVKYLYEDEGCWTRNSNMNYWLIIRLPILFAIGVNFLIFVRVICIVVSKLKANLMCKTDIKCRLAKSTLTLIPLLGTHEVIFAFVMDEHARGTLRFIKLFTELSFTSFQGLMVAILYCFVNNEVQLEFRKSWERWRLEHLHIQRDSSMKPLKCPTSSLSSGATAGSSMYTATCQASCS
# IL2 activator: qHTS of IL-2 Activators | IL-2 activation reporter assay, cell-based qHTS; stimulated with anti-CD3/CD4/CD28 beads; in transgenic mouse T cells | activation, % (series mostly up to about 46 µM) | hit rate 0.065% among 360,000; in the data active = activation above about 50%; inconclusive = mostly about 30% to 49%; note: 0% is about no effect
#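 Unstimulated transgenic mouse T cells, 750 per well, received compound and, after 60 minutes, anti-CD3/anti-CD4 bead plus anti-CD28 stimulation. EGFP and DsRed were quantified after 18 hours.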
# PTHR1 ag: qHTS for PTHR1 Agonists: Primary Screen; Parathyroid hormone/parathyroid hormone-related peptide receptor (Homo sapiens), Q03431; HEK293 GP2 PTHR1 cells, GloSensor cAMP luminescence, 1 h; Potency, µM (doses to about 115 µM), for the others: top-dose activation, usual class: activators; hit rate 0.075% among 410,000; AID 743266, 2014; note: potency is the fitted concentration of half-maximal effect; nearly all actives have a fitted effect of over 55% in size; some results filed as inactive show a strong effect at the top dose; inactives centre near -15; many of its hits are not listed in these tables
#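 HEK-293-derived GP2 cells expressing PTHR1 and a GloSensor cAMP reporter, 3,000/well, plated overnight, given luciferin plus IBMX (each 0.5 mM as added) for 1 h at 37 °C, then compound for 1 h at 37 °C. Luminescence was read after 15 min at room temperature.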
# GLP-1R inv ag: qHTS of GLP-1 Receptor Inverse Agonists (Inhibition Mode). HEK293 GLP-1R CRE-luciferase, luminescence, 24 h; GLP-1R form is constitutively active. hit rate 1.6% among 410,000. Glucagon-like peptide 1 receptor (Homo sapiens), P43220. Potency, µM (highest dose often 38.3 µM), for the others: at the highest dose activity change, negative = inhibition, most hits filed as inhibitors; note: potency is the fitted concentration of half-maximal effect; % is set by controls: 0 for no effect and ±100 for the full control effect; nearly all actives have a fitted effect of over 55% in size
#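 Inverse agonists were sought by their lowering of basal cAMP reporter luciferase output in HEK293 cells stably carrying constitutively active human GLP-1R, after 24 h compound treatment.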
# PI5P4K alpha inh: qHTS for Inhibitors of phosphatidylinositol 5-phosphate 4-kinase (PI5P4K); Phosphatidylinositol 5-phosphate 4-kinase type-2 alpha (Homo sapiens), P48426; PI5P4Kalpha enzyme, ADP-Glo luminescence, 60 min; hits give low values; max response, %; hit rate 1.2% among 330,000; AID 652105, 2013; active = max response of -50% or lower; inconclusive = between -30% and -50%; inactive = -30% or higher; note: value at the top dose of about 77 µM; % is set by controls: 0 for no effect and ±100 for the full control effect
# Target sequence (P48426 whole entry, looked up): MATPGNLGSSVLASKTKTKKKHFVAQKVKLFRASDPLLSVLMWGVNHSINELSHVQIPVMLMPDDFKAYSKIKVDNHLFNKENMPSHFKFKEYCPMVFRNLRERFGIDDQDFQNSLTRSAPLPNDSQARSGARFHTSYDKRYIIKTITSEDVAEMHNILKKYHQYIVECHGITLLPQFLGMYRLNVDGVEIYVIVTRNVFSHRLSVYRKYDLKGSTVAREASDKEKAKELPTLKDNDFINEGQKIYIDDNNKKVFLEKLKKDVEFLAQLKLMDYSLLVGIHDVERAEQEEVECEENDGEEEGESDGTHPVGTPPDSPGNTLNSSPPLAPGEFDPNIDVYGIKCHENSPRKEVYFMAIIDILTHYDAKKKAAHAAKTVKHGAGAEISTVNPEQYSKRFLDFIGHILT
#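 Compounds were pin-transferred onto PI5P4Kalpha and substrate in HEPES pH 7.4 buffer with EGTA, CHAPS and 5% DMSO. ATP (5 microM final) started the reaction, which ran 60 minutes at room temperature before ADP-Glo detection.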
# Numbers without * were called inactive; i = inactive; ? = inconclusive; · = no result given; & = joins results of further samples; [ ] = another dose, or the depositor's remark. Unless noted, calls come from the whole dose curve; as a rule, active = well fitted curve in the direction sought with a large enough effect; inconclusive = small, poorly fitted or top-dose-only effect, or another doubt; inactive = no such curve, though single readings can be large; an effect the other way counts as inactive or inconclusive. This is a subset; rates above refer to the full screens.
no.	SMILES	EPAC1 ag	EPAC1 antagonist	HEK293 tox	PLK1 PBD inh	GLP1R ag
1	COc1ccc(C(=O)NN/C(C)=C/C(=O)C(F)(F)C(F)(F)C(F)(F)F)cc1	-2%	-9%	-28%	-4%	-3%
2	CC(=O)/C(N=Nc1cc2c(c([N+](=O)[O-])c1C)C(C)(C)CC2(C)C)=C(\C)O	0%	16%	6%	2%	-8%
3	COc1ccc(NC(=O)N2CCC(Cc3ccccc3)CC2)cc1	-5%	-21%	-6%	-18%	2%
4	CCOC(=O)c1sc(-c2ccc(C)cc2)c(C#N)c1C	4%	-12%	-4%	24µM*	4%
5	Cc1ccc(NC(=O)NCC2CCN(Cc3cccc(Cl)c3)CC2)c(Cl)c1	-2%	-7%	-4%	?	1%
6	Cc1ccc(-c2nc(C(=O)Nc3cccc(C#N)c3)c3n2CCCCC3)cc1	·	·	4%	·	-7%
7	CC(=O)Nc1ccc(S(=O)(=O)Nc2ccc(-n3cnnn3)cc2)cc1	-1%	-10%	-15%	2%	-1%
8	Cc1ccc(CCNC(=O)C23C[C@H]4C[C@@H](C2)CC(n2nnc(C)n2)(C4)C3)cc1	1%	-16%	-3%	-13%	12%
9	CC1CCN(CC(=O)N2CCCc3c2c(=O)oc2ccc(OCc4ccccc4)cc32)CC1	6%	-21%	13%&-15%	-5%	3%
10	CCNS(=O)(=O)c1ccc(NC(=O)c2cc(C(F)(F)F)nn2C)cc1	0%	-6%	0%	-2%	12%
11	O=C(NCc1ccccn1)C1CCCN(Cc2cnn(-c3ccccc3)c2-n2cccc2)C1 (stereo not drawn)	-2%	4%	2%	-1%	8%
12	CC1(C(=O)NCc2ccccc2)CSCC(=O)N1Cc1cccc(C(F)(F)F)c1 (stereo not drawn)	-4%	1%	-6%	-4%	·
13	COC(=O)c1ccc(N2CCN(S(=O)(=O)c3c(C)cc(C)cc3C)CC2)c([N+](=O)[O-])c1	10%	-1%	-5%	-2%	-13%
14	COc1ccccc1NC(=S)NC(=O)CCCOc1ccc(Cl)cc1Cl	13%	-6%	-5%	-2%	7%
15	CC(C)=CCC/C(C)=C/C=N/NC(=O)c1ccc([N+](=O)[O-])cc1	-14%	-3%	-11%	-6%	-9%

no.	IL2 activator	PTHR1 ag	GLP-1R inv ag	PI5P4K alpha inh
1	2.9	i	5µM*	20
2	-0.1	-25%	12%	0
3	-3.0	-42%[inhibitor]	?	3
4	0.2	-4%	27%	-23
5	-2.9	i	?	-4
6	·	i	-14%	·
7	0.6	-7%	10%	-1
8	-0.5	i	?	-4
9	-0.7	-6%	?	10
10	0.3	i	?	-2
11	0.0	i	?	3
12	-0.4	-93%[inhibitor]	?	4
13	-0.6	-21%	?	2
14	0.7	29%[57.5 µM]	-51%	·
15	-4.0	i	-15%	6

# Arranged by the number under PI5P4K alpha inh (smallest number first): 4 of the compounds above.
item	canonical_smiles	EPAC1 antagonist	PLK1 PBD inh	GLP1R ag	IL2 activator	PTHR1 ag	GLP-1R inv ag	PI5P4K alpha inh
8	Cc1ccc(CCNC(=O)C23C[C@H]4C[C@@H](C2)CC(n2nnc(C)n2)(C4)C3)cc1	-16%	-13%	12%	-0.5	i	?	-4
7	CC(=O)Nc1ccc(S(=O)(=O)Nc2ccc(-n3cnnn3)cc2)cc1	-10%	2%	-1%	0.6	-7%	10%	-1
13	COC(=O)c1ccc(N2CCN(S(=O)(=O)c3c(C)cc(C)cc3C)CC2)c([N+](=O)[O-])c1	-1%	-2%	-13%	-0.6	-21%	?	2
15	CC(C)=CCC/C(C)=C/C=N/NC(=O)c1ccc([N+](=O)[O-])cc1	-3%	-6%	-9%	-4.0	i	-15%	6

# (listing goes on)
no.	SMILES	EPAC1 ag	EPAC1 antagonist	HEK293 tox	PLK1 PBD inh	GLP1R ag
16	CNc1ccc2ncc(-c3cccc(C(=O)N(C)C)c3)n2n1	-18%	2%	0%	-13%	-5%
17	O=C(CNC(=O)C12CC3CC(CC(C3)C1)C2)OCC(=O)N1CCCCC1	-4%	8%	-5%	-1%	4%
18	COc1ccc(C(=O)NCCCN2CCCC2=O)cc1S(=O)(=O)N1CCOCC1	16%	5%	3%	2%	4%
19	COC(=O)[C@@H]1C[C@@H]2CC[C@@H](O)C[C@@H]2N1Cc1ccc(OC)cc1	0%	-7%	0%	7%	0%
20	CCc1ccc2[nH]c(=O)c(C(c3nnnn3Cc3ccc(OC)cc3)N3CCOCC3)cc2c1 (stereo not drawn)	11%	1%	10%	-6%	5%
21	CC12C(=O)N(c3ccccc3C(=O)O)C(=O)C1C1C=CC2C1 (stereo not drawn)	-2%	8%	-9%	-1%	-15%
22	O=C(CSc1nc(C2CCCCC2)n(-c2ccccc2)n1)NCCN1C(=O)CSC1=O	-1%	-1%	-6%	-3%	-11%
23	CCOc1cc(C(=O)NCCCn2ccnc2)cc(OCC)c1OCC	-1%	-3%	-6%	-4%	0%
24	Cc1ncc(CC(=O)n2cc(C(=O)c3cc(F)ccc3O)cn2)s1	3%	1%	-29%	-17%	4%
25	CCN(CC)C(=O)COc1ccc(/C(C)=N/NC(=O)c2ccccc2-n2cccc2)cc1	4%	-18%	16%	2%	-1%
26	CC(C)N1C(=O)C2C(C(=O)NCc3ccccc3)C3C=CC2(O3)C1C(=O)NC(C)(C)C (stereo not drawn)	8%	-2%	1%	1%	-5%
27	COCCNC(=O)C1(C)CCCN(C(=O)c2cnc3ccccc3n2)C1 (stereo not drawn)	-11%	11%	-3%	3%	0%
28	O=C(C1CCCN(S(=O)(=O)c2ccc(F)cc2)C1)N1CCOCC1 (stereo not drawn)	1%	-13%	-8%	-26%	16%
29	Cc1ccc(NS(=O)(=O)c2cccc(C(=O)N3CCN(C(=O)c4ccco4)CC3)c2)cc1	7%	?	2%	-12%	2%
30	COC(=O)C1=C(C)NC(C)=C(C(=O)OC)C1C(=O)OC1CCCCC1=O (stereo not drawn)	5%&-6%	31%&1%[activator]	11%&-1%	-7%&-4%	0%&-7%

no.	IL2 activator	PTHR1 ag	GLP-1R inv ag	PI5P4K alpha inh
16	-1.0	4%	1%	-6
17	1.1	-22%	55%[activator]	-3
18	0.4	-8%	-3%	1
19	0.1	-20%	12%	-2
20	-0.9	2%[57.5 µM]	-3%	·
21	0.7	-3%[57.5 µM]	-27%	0
22	0.6	i	-30%	8
23	-0.5	0%	-5%	0
24	-1.9	-7%	?	·
25	-1.2	-26%	10%	1
26	-1.6	i	0%	·
27	0.6	-19%	34%[activator]	5
28	-1.8	i	7%	2
29	0.2	-1%	-7%	2
30	-0.3&0.1	i	2%&3%	0&-7

# Further compounds:
no.	SMILES	EPAC1 ag	EPAC1 antagonist	HEK293 tox	PLK1 PBD inh	GLP1R ag
31	COc1ccccc1NS(=O)(=O)c1cc(NC(=O)c2ccccc2C)ccc1N1CCOCC1	28%	-13%	4%	-2%	1%
32	CCc1ccc(C(C)NC(=O)c2ccc3c(c2)OCO3)cc1 (stereo not drawn)	9%	15%	-3%	-4%	12%
33	O=S(=O)(Nc1ccc(Cl)cn1)c1cccc(S(=O)(=O)c2ccccc2)c1	-5%	-6%	-3%	-9%	2%
34	COc1ccccc1-c1cc2nc(NCCOc3ccccc3)ccn2n1	-3%	-25%	2%	0%	-3%
35	O=C1NC(=Nc2ccccc2Cl)SC1(CO)CO	5%	-6%	11%	-9%	-1%
36	CCOc1cc(NC(=O)c2ccco2)c(OCC)cc1NC(=O)c1cc(OC)c(OC)c(OC)c1	-1%	-3%	24%	3%	5%
37	O=c1c2ccccc2oc2ccc(-c3ccc4[nH]ccc4c3)cc12	12%	-6%	0%	-8%	-1%
38	CSc1ccccc1C(=O)Nc1cccc([N+](=O)[O-])c1	12%	-16%	-4%	-20%	5%
39	Cc1cnc(NC(=O)CCCc2nc3ccccc3s2)s1	-3%	12%	?	?	-34%
40	CN(C)C=Nc1nonc1-c1ccc(Cl)cc1	-3%	10%	0%	4%	15%
41	O=C(O)/C=C/C(=O)NC1CC1	-4%	-11%	4%	7%	0%
42	COCCNc1ncnc2c1cnn2Cc1ccccc1Cl	0%	-8%	-2%	-10%	10%
43	Cc1cc(C)nc(Oc2ccc(Br)cc2)n1	0%	4%	-3%	-14%	6%
44	S=C1NC(c2ccccc2)=CC(c2ccccc2)N1 (stereo not drawn)	0%	-9%	?	-26%	15%
45	CCN(CC(=O)Nc1ccccc1C(F)(F)F)C(=O)c1ccc2c(c1)NC(=O)CS2	-9%	-7%	4%	-5%	-3%
46	CCC1CN(CC(=O)NCc2cccc(Br)c2)c2ccccc2S1 (stereo not drawn)	·	·	5%	·	10%
47	CC1CCC(N2CCNCC2)CC1 (stereo not drawn)	20%	-3%	-12%	1%	-2%

no.	IL2 activator	PTHR1 ag	GLP-1R inv ag	PI5P4K alpha inh
31	-3.1	i	14%	3
32	-0.9	-13%	11µM*	1
33	-0.7	i	-39%	7
34	0.0	i	-27%	20
35	0.3	0%	4%	7
36	-1.8	-11%	0%	1
37	-0.4	i	16%	11
38	-5.9	-5%	-10%	-6
39	-5.0	-15%	?	-16
40	-0.5	-14%	17%	-7
41	2.3	-22%	27%	1
42	0.0	i	?	4
43	0.1	i	16%	1
44	2.5	?	?	-21
45	0.5	-26%	5%	-7
46	·	-4%	?	·
47	0.0	-5%	-12%	1
